cardiac RTF act = cardiac RTF calcium sensitization; P19429+P45379; activation, % at 7.2 µM; 0.24% of 340,000 active; IANBD-labeled TnC RTF fluorescence at EC20 calcium; 0% EC20 calcium, 100% full calcium; AID 493008;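 active means activation above the mean over all tested compounds plus 3 SD, cut at about 30% in these data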;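 further: rise in fluorescence read as greater calcium sensitivity of cardiac thin filaments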
CDK5 p35 inh = blocks human CDK5/p35 kinase activity; Q00535+Q15078; Recombinant CDK5/p35, ADP-Glo luminescence, 60 min; inhibition, % at 10 µM; 0.01% of 330,000 active; AID 488839;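 active means highest replicate inhibition of at least 50% and at least 75% of replicates reaching 50%; inconclusive means only one of the two criteria met; inactive means both criteria failed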;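 further: plate controls were DMSO neutral control for no effect and GW8510 at 10 µM for full effect; many of its hits are not listed in these tables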
Target sequence (Q00535 whole entry, looked up): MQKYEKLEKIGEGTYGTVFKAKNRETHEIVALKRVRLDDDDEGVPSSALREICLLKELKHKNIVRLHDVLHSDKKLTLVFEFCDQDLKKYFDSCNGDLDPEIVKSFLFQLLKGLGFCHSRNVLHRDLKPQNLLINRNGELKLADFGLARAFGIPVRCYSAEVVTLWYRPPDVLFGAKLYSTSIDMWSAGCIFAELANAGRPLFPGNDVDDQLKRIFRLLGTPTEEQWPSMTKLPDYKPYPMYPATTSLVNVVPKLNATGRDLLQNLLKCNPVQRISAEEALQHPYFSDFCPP
Target sequence (Q15078 whole entry, looked up): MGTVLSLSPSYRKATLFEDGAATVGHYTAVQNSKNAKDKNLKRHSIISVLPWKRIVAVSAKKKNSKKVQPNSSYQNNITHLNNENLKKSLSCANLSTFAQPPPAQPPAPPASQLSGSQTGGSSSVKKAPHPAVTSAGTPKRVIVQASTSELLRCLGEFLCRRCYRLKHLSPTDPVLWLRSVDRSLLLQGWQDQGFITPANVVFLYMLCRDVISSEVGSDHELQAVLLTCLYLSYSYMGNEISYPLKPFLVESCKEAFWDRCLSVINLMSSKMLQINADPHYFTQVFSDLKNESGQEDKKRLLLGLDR
CAL PDZ FP-1 = inhibitors of human CAL PDZ peptide binding; purified CAL PDZ, TMR-peptide fluorescence polarization, 1 h; AID 602252; Q9HD26; inhibition, % at 24.9 µM; 0.92% of 300,000 active;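 active means mean inhibition of at least 30% with at least half of replicates also reaching 30%; inconclusive means no clear call, values can overlap the other calls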;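 further: 0% = DMSO neutral control and 100% = excess unlabeled competitor peptide PRC23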
Tat export inh = E. coli Tat transport inhibition; E. coli MC4100 TorA-mCherry Tat export, fluorescence; inhibition, % at 10 µM; 0.036% of 340,000 active; AID 488895;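 active means mean replicate inhibition at least 50% and at least half of replicates individually reaching 50%; inconclusive means only one of the two criteria met; inactive means neither criterion met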;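 further: exported cargo escapes ClpAP degradation while cytoplasmic cargo is degraded and loses fluorescence; 0% = median of neutral control wells and 100% = median of NaSCN control wells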
V-ATPase pHluor = alters yeast V-ATPase proton transport; response, % at 10 µM; 0.37% of 350,000 active; S. cerevisiae, pHLuorin cytosolic pH fluorescence; AID 504577; in the data active means response mostly above about 7.3%, no sharp cut-off; inactive means mostly below about 5.4%; further: actives read high; inactives centre near 0; some compounds called inactive have numbers as strong as hits; reference of the scale not given here
dFosB activator = activators of mouse delta FosB homodimer; AID 493131; 0.99% of 340,000 active; activation, % at 25 µM; P13346; purified delta FosB, TAMRA-CDK5 oligo fluorescence polarization; percent of positive-control signal above neutral wells;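 active means mean activation above about 17%, with every replicate also reaching it, limit read from the data, passing the limit was not always enough; inconclusive means only one of the two conditions met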;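 further: fluorescence polarization rise as delta FosB binds a TAMRA Cdk5 AP-1 oligo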
Target sequence (P13346 whole entry, looked up): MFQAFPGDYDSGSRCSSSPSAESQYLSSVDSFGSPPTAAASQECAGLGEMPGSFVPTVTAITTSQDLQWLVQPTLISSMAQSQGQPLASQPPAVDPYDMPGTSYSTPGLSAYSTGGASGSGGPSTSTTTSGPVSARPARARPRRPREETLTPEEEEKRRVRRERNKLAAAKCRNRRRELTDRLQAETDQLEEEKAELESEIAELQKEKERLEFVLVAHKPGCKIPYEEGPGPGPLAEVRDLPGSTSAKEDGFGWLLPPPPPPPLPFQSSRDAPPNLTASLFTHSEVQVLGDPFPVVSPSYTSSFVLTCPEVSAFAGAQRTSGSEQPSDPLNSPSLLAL
Rtt109 Vps75 = blocks Candida albicans Rtt109/Vps75 acetyltransferase activity; Q5AAJ8; 0.16% of 330,000 active; purified Rtt109/Vps75, ThioGlo CoA-SH fluorescence, 4 h; inhibition, % at 34.9 µM;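 active means inhibition of at least 50% in every replicate; inconclusive means best replicate reaches 50% inhibition but some replicates fall short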
CAL PDZ FP-2 = inhibitors of human CAL PDZ peptide binding | Q9HD26 | purified CAL PDZ, TMR-peptide fluorescence polarization, 1 h | inhibition, % at 20 µM | 0.02% of 330,000 active | AID 504414;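 active means highest replicate inhibition of at least 40%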;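 further: plate controls were DMSO neutral control wells for no effect and unlabeled competitor peptide control wells for full effect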
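Assay system – tagged CAL PDZ protein CerCALP, purified · Timing – 1 h at RT · Compound – single point, 20 µM · Measured by – fluorescence polarization from S- and P-plane intensities, G-factor corrected · Evaluation – inhibition from polarization loss · Probe or stimulus – TMR reporter peptide T*-PRC34 · Buffer or medium – pH 7.4 phosphate-saline buffer, reducing agent, detergent, IgG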
Wnt act = activators of Wnt/beta-catenin signaling; Wnt/beta-catenin reporter cell assay, activator, plate reader; activation, % at 9.35 µM; 1.2% of 300,000 active; in the data active means activation above about 30%, passing the limit was not always enough; inconclusive means no clear call, values can overlap the other calls;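 further: 0% = neutral control wells and 100% = positive control wells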
MITF act = increases MITF-driven TRPM1 promoter luciferase signal | SK-MEL-5 TRPM1-promoter luciferase, 24 h; % of positive control, neutral wells = 0 | activation, % at 12.5 µM | 0.75% of 300,000 active | AID 588334;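 active means mean activation of at least 80% with every replicate also reaching 80%; inconclusive means mean reaches 80% but some replicate falls short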;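 further: 0% = neutral control wells and 100% = parthenolide positive control wells; values of inactives mirror those of a sister screen read the other way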
An asterisk follows results filed as active; ? = inconclusive; / = no result given.

SMILES | cardiac RTF act | CDK5 p35 inh | CAL PDZ FP-1 | Tat export inh | V-ATPase pHluor | dFosB activator | Rtt109 Vps75 | CAL PDZ FP-2 | Wnt act | MITF act
COc1ccc(CN2CCN(C(=O)c3cccs3)CC2)cc1Br | 6 | -1.1 | 18 | 8 | 2 | -6 | 0 | -6.2 | -1 | 5
Cn1ccnc1C1CCCCN1Cc1nc(Cc2cccc(C(F)(F)F)c2)no1 (stereo unspecified) | -6 | -1.6 | -1 | 5 | -1 | -9 | 6 | -0.5 | -1 | -11
Cc1cc(C)n(-c2nc3ccccc3nc2N2CCC(C)CC2)n1 | -2 | -0.6 | / | 7 | -3 | -4 | 3 | -2.0 | / | -12
Cc1ccc2c(c1)[C@H]1[C@H](CO2)[C@H](c2ccccc2)[C@]2(C)C(=O)NCC(=O)N12 | -8 | 3.4 | 0 | -4 | 2 | 2 | -8 | -1.0 | 6 | 3
O=C(O)C1C(c2ccccc2)c2ccccc2C(O)C1CO (stereo unspecified) | 2 | -1.7 | / | 12 | 3 | -12 | -15 | -0.2 | -3 | -1
O=S(=O)(c1ccccc1)N1N=C(c2ccc(Cl)cc2)CC1c1ccco1 (stereo unspecified) | -6 | 1.1 | 1 | -3 | 0 | -13 | 1 | -0.3 | 1 | -9
CN(C)S(=O)(=O)c1cc(C(=O)O)c(NC2CCCCC2)cc1Cl | -7 | 0.9 | / | 3 | -4 | -2 | 4 | -2.8 | / | -11
COc1cc2nc(Nc3ccc(C)c(Cl)c3)nc(N)c2cc1OC | -9 | -0.2 | -4 | -15 | -3 | 59* | 4 | -0.8 | 7 | -66
CCc1nnc(NC(=O)CN2CCN(Cc3cccc(Cl)c3)CC2)s1 | -7 | -1.5 | -4 | 7 | -1 | -3 | 1 | -0.7 | 0 | /
Cc1sc2nc(SCC(=O)Nc3cccc(C(=O)O)c3)[nH]c(=O)c2c1C | -7 | 1.7 | -6 | -2 | -1 | 6 | -5 | -2.8 | -3 | -1
Cc1noc(C)c1C(=O)OCC(=O)NCCc1ccc(S(N)(=O)=O)cc1 | 2 | -1.8 | -5 | 1 | 2 | 1 | 0 | 0.1 | -6 | -5
O=C(Nc1cc(C(F)(F)F)ccc1-n1cnc2ccccc21)c1ccccc1 | -5 | 0.4 | -2 | -8 | -2 | 11 | 12 | -0.7 | -4 | 0
O=C(NC1CC1)C1CCN(C2CCN(C(=O)c3ccc(C(F)(F)F)cc3)CC2)CC1 | -1 | / | -3 | -5 | -1 | -2 | 0 | -3.3 | 0 | 6
CC1(C)CC(=O)C2=C(C1)N(Cc1ccco1)C(=O)C2(NC(=O)c1ccc(Cl)cc1Cl)C(F)(F)F (stereo unspecified) | 0 | 2.2 | / | -3 | 2 | -7 | 3 | -1.2 | / | -16
CCn1c(O)c(C=Nc2ccccc2)sc1=O | 8 | -0.3 | -2 | 0 | 1 | -3 | -2 | -0.5 | 4 | 9
CCNC1=C(Cl)C(=O)c2ccccc2C1=O | 1 | 0.8 | 5 | -13 | / | -9 | 10 | -0.1 | 2 | -73
Cc1cc(C)cc(OCC(=O)Nc2ccc(N3CCCC3)cc2)c1 | 4 | 5.8 | -2 | 9 | -1 | 65* | -3 | -2.3 | / | -7
Cc1ccc(N(CC(O)CN2CCOCC2)S(=O)(=O)c2ccc([N+](=O)[O-])cc2)cc1 (stereo unspecified) | -2 | 10 | -4 | -8 | -2 | -4 | 9 | -0.8 | -2 | 0
CN1CCN(/N=C/c2ccc(Br)cc2)CC1 | -2 | -0.8 | / | 1 | 3 | -1 | -4 | 0.4 | 7 | 95*
Cc1ccc(-c2nnc(N)o2)cc1 | -11 | 0.5 | -3 | -13 | -4 | -5 | 0 | 0.3 | / | 25
Cc1nn(Cc2ccc(Cl)cc2Cl)c(C)c1NC(=O)c1nc2n(n1)C(C(F)F)CC(C)N2 (stereo unspecified) | -4 | -1.2 | -5 | -2 | 0 | -1 | 2 | -1.1 | / | -5
O=C(NC1CC1)C1=C[C@H](C2CCCCC2)C[C@H](OCCCCO)O1 | -9 | 0.0 | -2 | 31 | -1 | 5 | 1 | 0.2 | 1 | 7
COc1cccc(C(=O)c2c[nH]c(C(=O)NCc3ccco3)c2)c1 | 1 | 0.5 | 0 | -3 | 8 | -5 | -6 | -1.4 | 1 | 5
COC(=O)CSC1=C(C#N)C(c2ccc(C(C)C)cc2)CC(=O)N1 (stereo unspecified) | -3 | -2.0 | / | -1 | -2 | 6 | -22 | -1.4 | -1 | /
CC(=O)Nc1ccc(N2C(=O)c3ccc(S(=O)(=O)c4ccc(C(=O)O)cc4)cc3C2=O)cc1 | 1 | -3.8 | -5 | 8 | 5 | -2 | -7 | -0.4 | -2 | 2
C=CCN1C(=O)CSc2ccc(C(=O)NCCC3=CCCCC3)cc21 | 4 | -0.1 | / | -3 | 3 | -5 | 3 | -1.4 | / | -2
Cc1ccc(CNC(=O)CCS(=O)(=O)c2ccc3c(c2)oc(=O)n3C)cc1 | 3 | -4.5 | -1 | -1 | -1 | -4 | -6 | -1.4 | -1 | 5
NC(=O)c1ncn([C@@H]2O[C@H](CNC(=O)[C@@H](N)Cc3cccnc3)[C@@H](O)[C@H]2O)n1 | -1 | -0.3 | 1 | 6 | 0 | -3 | 2 | 0.9 | -1 | -7
O=C(Nc1c(Br)cc2c(c1Br)Cc1ccccc1-2)C(Cl)Cl | 3 | -1.9 | -4 | -7 | -2 | 6 | -9 | 0.2 | -1 | 6
COC(=O)COc1ccc2c(=O)c(-c3ccccc3)coc2c1 | 4 | -1.0 | / | -3 | 1 | -13 | 5 | -1.0 | 1 | /
CC1CCC/C(=N\NC(=S)Nc2ccccc2)C1 (stereo unspecified) | -3 | -1.6 | -2 | -5 | -2 | 0 | 2 | 0.8 | -1 | -1
COc1cc2cccc(OC)c(=O)c2c(OC)c1OC | -2 | -0.4 | -2 | -4 | 1 | -4 | 10 | -0.3 | -2 | /
O=S(=O)(Nc1ccc(-c2ccc3nncn3n2)cc1)c1ccc(Cl)s1 | -3 | -0.2 | -2 | -5 | 0 | -6 | -2 | -3.4 | 0 | 2
CCCN(C(=O)c1cccs1)c1nnc(-c2ccncc2)s1 | 2 | -0.4 | 0 | -3 | 2 | -26 | -4 | -1.9 | 17 | /
CCCCCCCCCCCNC(=O)c1ccoc1C | -6 | -0.2 | 1 | 10 | -4 | -9 | -5 | 0.8 | -6 | 1
CCOCCCNCc1cccc(OCc2ccc(F)cc2)c1 | 4 | -1.7 | 0 | 12 | 0 | -9 | -2 | -1.8 | -2 | 4
CSc1cc(SC)ncn1 | 7 | -0.7 | 0 | -4 | 1 | 6 | -2 | -1.0 | -2 | 6
COc1ccc(CCN(C)C(=O)COc2ccc(C(=O)c3ccccc3)cc2)cc1OC | -3 | 0.5 | 5 | 3 | -1 | -6 | 1 | -1.1 | 8 | -14
Cc1ccc(-n2c(-c3ccncc3)n[nH]c2=S)c(C)c1 | -5 | 1.2 | -1 | 0 | 2 | -3 | 6 | -1.9 | -8 | 8
COc1ccc(C2/C(=C(\O)c3ccc(OC)c(Cl)c3)C(=O)C(=O)N2CCN(C)C)cc1 (stereo unspecified) | 8 | -0.2 | -3 | 3 | -1 | 3 | 10 | -1.9 | -4 | 3
O=C(OCc1ccc2c(c1)OCO2)c1ccc(S(=O)(=O)N2CCCCC2)cc1 | 4 | -1.1 | -1 | -11 | -1 | 35* | 5 | -1.3 | / | -1
CNC(=S)N/N=C(\C)c1ccc(-n2ccnc2)cc1 | 2 | -0.1 | -2 | -1 | 1 | -5 | / | -2.9 | / | /
COc1cc(NC(=O)c2ccc(OC)c([N+](=O)[O-])c2)ccc1NC(=O)c1ccco1 | 10 | -2.3 | / | -8 | -4 | -15 | ? | -0.3 | -2 | /
O=S(=O)(NCCc1ccc(Cl)cc1)c1cccs1 | -1 | 0.2 | -1 | 3 | -3 | -5 | -1 | -3.5 | 3 | 1
Cc1ccc2nsnc2c1S(=O)(=O)NCc1ccc2c(c1)OCO2 | -4 | -0.6 | -1 | -2 | 0 | 8 | 0 | -1.3 | / | /
Nc1ccc2nc(NC(=O)C3CCCCC3)sc2c1 | 2 | 0.3 | -5 | -10 | 1 | -2 | 1 | 0.8 | 48* | 60
O=c1[nH]nc(-c2n[nH]c(=O)o2)o1 | -2 | -1.6 | 0 | -18 | -1 | -3 | -18 | -0.5 | 3 | -1
CCC1C(=O)N=C(SCC(=O)Nc2ccccc2)NC1=O (stereo unspecified) | -3 | -0.6 | 3 | 2 | -2 | -5 | 6 | -1.6 | 0 | -8
CCOC(=O)c1c(CN2CCCCC2)n(C)c2cc(Br)c(O)cc12 | 2 | 0.9 | 0 | -13 | -1 | -1 | -4 | -0.1 | / | 2
Cc1ccc(C(=O)N2CCOCC2)cc1S(=O)(=O)N1CCOCC1 | -4 | -1.8 | 4 | 1 | 3 | 0 | 0 | 0.4 | 1 | -14
CCn1c(=O)cc(SCC(=O)N2CCOCC2)c2ccccc21 | -3 | -0.4 | / | 2 | 0 | -8 | 2 | 0.1 | / | -7
CCOC(=O)c1cccc(S(=O)(=O)N2CCCC2)c1 | 7 | -1.4 | 4 | -4 | -2 | -1 | 5 | 0.3 | -3 | 0
COc1ccc(/C(C)=N/NC(=O)CNC(=O)c2cccnc2)cc1OC | 0 | 0.9 | 7 | -11 | -4 | 2 | 8 | -0.7 | -2 | 5
O=C(NCc1ccccc1)c1ccc2c(=O)n3c(nc2c1)CCCCC3 | -4 | -0.2 | 4 | -11 | 2 | -6 | 2 | 0.4 | -6 | 1
O=C(CN(C(=O)c1csnn1)c1cccc(F)c1)NC1CCCC1 | 4 | -0.2 | 3 | -4 | 0 | 5 | 3 | -2.4 | -1 | -4
CCn1c(=O)n(CC)c2cc(N3CCCC3)c(NC(=O)c3ccccc3Br)cc21 | -6 | -1.3 | 8 | -2 | -5 | 5 | 13 | -2.3 | 2 | -5
Nc1ncnc2c1cnn2C1CCCCC1 | -5 | -0.4 | -3 | 1 | 0 | 8 | -5 | 1.2 | 0 | -3
Cc1cccc(-n2c(SCC(=O)Nc3nnc(C)s3)nnc2-c2ccoc2C)c1 | 0 | 0.2 | -2 | 4 | -2 | 0 | 1 | / | / | -5
C[C@H](NC(=O)c1nc[nH]c1C(=O)NCC(=O)OCc1ccccc1)C(=O)OC(C)(C)C | -5 | -0.1 | -3 | -8 | 0 | -17 | -5 | -0.6 | -1 | -3
COc1ccccc1NS(=O)(=O)c1ccc(C(=O)Nc2ncccc2O)cc1 | 3 | 1.0 | / | -2 | 3 | -1 | 6 | 0.0 | / | -15
COc1ccccc1NC(=O)c1c(Nc2ccccc2F)sc(C(=O)Nc2cccc(Cl)c2)c1N | 4 | 2.4 | 7 | -2 | -2 | 4 | -5 | 0.8 | -8 | -50
CCN1CCN(CC(=O)Nc2ccc(N(C)C)cc2)CC1 | 2 | -1.4 | -6 | 7 | 0 | -1 | 1 | 2.5 | 0 | 1

Compound activity (PubChem BioAssay)

Outcome played no part in choosing rows. Share with any hit: about 4.1%.
